Screens as filed in PubChem.
Ins promoter up: insulin promoter activators in MIN6 cells, imaging, high-content screening, mouse beta cells; MIN6 insulin promoter-GFP reporter; hits give high values; z-score at 5 µM; actives 0.3% (n = 190,000); AID 1625, 2009;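 active means z-score above 3 at 5 µM with at least 500 cells counted in the well; inconclusive means wells under 500 cells, flagged as cytotoxic or low count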
Dynein transport: inhibitors of GR-EGFP nuclear translocation, primary screen, dynein cargo transport inhibitor project, imaging, high-content, 3617.4 mouse cells | actives 0.47% (n = 220,000) | AID 1381, 2008 | z-score, hits read low | test concentration mostly 20 µM; stimulated with dexamethasone, 1 µM; hits give low values;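 active means plate z-score of nuclear minus cytoplasmic receptor signal below a set negative limit, without overly bright fluorescence or cell loss, cut at about -3.5 in these data, passing the limit was not always enough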;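 further: z-score of nuclear minus cytoplasmic ring GR-EGFP intensity difference per well; some compounds called inactive have numbers as strong as hits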
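Also added – dexamethasone, 1.0 µM final · Buffer or medium – tet-free, stripped-serum medium · Schedule – induction 48 h, compound 1 h, agonist 30 min · Detection – formaldehyde fixation, Hoechst nuclear stain, 10x automated fluorescence imaging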
P. falciparum M17LAP: P. falciparum M17LAP inhibitors, primary screen, biochemical, fluorogenic H-Leu-NHMec substrate, 1536-well (AID 1619) | Leucine aminopeptidase (Plasmodium falciparum (isolate 3D7)) | recombinant M17LAP, H-Leu-NHMec fluorogenic kinetic assay; higher % means a stronger effect | inhibition, % at 30 µM; hits with a dose series show IC50 in µM | actives 0.38% (n = 220,000);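 active means compound inhibiting the enzyme by more than half at any dose during confirmatory dose-response retesting; inconclusive means strong single-dose inhibitors picked by rank but not retested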;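 further: plate controls were full reaction with DMSO carrier for no effect and no enzyme background for full effect; strong numbers were not always called active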
M1AAP inhibition: P. falciparum M1AAP inhibitors, biochemical, fluorogenic H-Leu-NHMec substrate, 1536-well (AID 1445); recombinant M1AAP, H-Leu-NHMec fluorogenic kinetic assay; higher % means a stronger effect; inhibition, % at 30 µM, or IC50 in µM where a hit was titrated; actives 0.42% (n = 220,000);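 active means primary inhibition above the hit cutoff, then over 50% inhibition at one or more dose response concentrations, cut at about 23% in these data, passing the limit was not always enough; inconclusive means conflicting primary data, or primary hits not chosen for dose response; inactive means low primary inhibition, or under 50% at every dose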;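 further: plate controls were DMSO full reaction for no effect and no enzyme background for full effect; strong numbers were not always called active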
Autophagy mod: autophagy modulators in MEF cells, primary screen, imaging, high-content, MEF GFP-LC3 | calls only at 10 µM (by protocol) | actives 0.98% (n = 190,000) | MEF GFP-LC3 puncta imaging; test concentration mostly 10 µM;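 active means percentage of spot-positive cells more than 3 SD above its plate mean, without a fluorescence outlier flag or 80% toxicity; inconclusive means no clear call, values can overlap the other calls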;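 further: spot-positive cell cutoff set from DMSO-treated cells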
UTI89 phage lysis: inhibition of K1F phage lysis, E. coli UTI89, bacterial capsule biogenesis inhibitors, alamar blue (AID 488966). inhibition, % at 100 µM; hits with a dose series show IC50 in µM. E. coli UTI89 K1F phage lysis, alamar blue, 2 h; higher % means a stronger effect. actives 0.02% (n = 340,000);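 active means phage lysis inhibition, versus mean bacterial control, above a set limit; inconclusive means no clear call, values can overlap the other calls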;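 further: capsule biogenesis inhibitors block K1F phage lysis so surviving cells raise fluorescence; higher fluorescence means more inhibition of phage lysis; actives were called in the ten point dose series up to 300 µM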
bCat nuc transl: modulators of beta-catenin nuclear translocation, primary screen, imaging, HeLa cells, immunofluorescence, high-content. nuclear translocation activity, % at 5 µM. actives 0.3% (n = 190,000). AID 1665, 2009;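 active means nuclear translocation activity above 50% at 5 µM, with a well cell count of 50 or more; inconclusive means wells under 50 cells across six images, flagged as toxic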;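 further: per-cell ratio of nuclear to cytoplasmic median beta-catenin stain intensity; plate controls were DMSO negative control for no effect and GSK-3 inhibitor IX positive control for full effect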
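assay system = human HeLa cells, endogenous beta-catenin | times = compound treatment 24 h, 37°C, 5% CO2 | detection = Anti-beta-catenin immunofluorescence on PFA-fixed, Triton-permeabilized cells, DAPI nuclei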
CSM14.1 death rescue: rescue of cells from ER stress-induced death, primary screen, 384-well, CSM14.1, thapsigargin, ATP luminescence (AID 1222); cellular ATP content (survival), % at 20 µM, or EC50 in µM where a hit was titrated; CSM14.1 thapsigargin-induced death rescue, ATP luminescence; higher % means a stronger effect; 190,000 tested, under 10 active;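 active means EC50 below 50 µM in the dose-response confirmation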;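 further: death triggered by thapsigargin at about 15 µM added after 2 h compound pretreatment; cell ATP read after overnight thapsigargin exposure of roughly 18 to 22 hours; normalized against plate controls of thapsigargin alone and 5% DMSO vehicle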
MT stabilize HCS: microtubule stabilizers in HeLa cells, primary screen, imaging, high-content imaging | HeLa tubulin immunostaining HCS, 24 h; share of cells brighter than vehicle mean+2SD | actives 0.83% (n = 200,000) | % tubulin-high responders, % at 10 µM;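 active means plate Z-score above 3 for both tubulin-high and condensed-nucleus cell shares, with cell loss under 80%, at 10 µM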;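 further: anti alpha tubulin signal scored within the nucleus-defined area of each cell; some results filed as inactive read as strong as hits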
Dynein transport cytoplasmic EGFP: recorded beside Dynein transport, whose call it bears; z-score; measured here: cytoplasmic GR-EGFP intensity; hits give high values
Dynein transport nuclear GR-EGFP: also measured in Dynein transport; calls as there; z-score; measured here: nuclear GR-EGFP intensity;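 lower value marks the stronger effect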
Dynein transport cell count: also measured in Dynein transport; calls as there; z-score; measured here: cell count per field
Ins promoter up cell count: recorded beside Ins promoter up, whose call it bears; cell count; measured here: cytotoxicity, nuclei count;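 total cells summed across four imaged fields per well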
bCat nuc transl cell count 5 µM: also measured in bCat nuc transl; calls as there; cell count; measured here: cell count, cytotoxicity flag
MT stabilize HCS Hoechst-high %: second read-out of MT stabilize HCS, no call of its own (marks repeat the call); % Hoechst-high responders; measured here: nuclear condensation Hoechst responders;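 share of cells brighter than vehicle mean plus two SD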
MT stabilize HCS cytotoxicity %: recorded beside MT stabilize HCS, whose call it bears; toxicity, %; measured here: cytotoxicity by cell density;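 0% = mean cell density of plate MIN control wells and 100% = no cells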
Autophagy mod cell loss 18 h: also measured in Autophagy mod; calls as there; toxicity, %; measured here: cell loss, nuclei count;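 cell loss after 18 h compound exposure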
Starred values were filed as active, the others as inactive; i = inactive; ? = inconclusive; . = no result given; + = active, no number; [ ] = another dose, or the depositor's remark. Rows were taken by chance; overall some 2.9% were active at least once.

SMILES	Ins promoter up	Ins promoter up cell count	Dynein transport	Dynein transport cytoplasmic EGFP	Dynein transport nuclear GR-EGFP	Dynein transport cell count	P. falciparum M17LAP	M1AAP inhibition	Autophagy mod	Autophagy mod cell loss 18 h	UTI89 phage lysis	bCat nuc transl	bCat nuc transl cell count 5 µM	CSM14.1 death rescue	MT stabilize HCS	MT stabilize HCS Hoechst-high %	MT stabilize HCS cytotoxicity %
COc1ccccc1OCCNC(=O)c1cc([N+](=O)[O-])cc([N+](=O)[O-])c1	0.06	1290	-0.083	-0.24	0.19	-0.36	-3%	-1%	i	0	-0.2%	-2.4	1106	0.8%	2.4	1.8	4.5
CN1C(=O)/C(=C/c2cc3c(cc2Br)OCO3)NC1=S	-0.21	1172	-0.42	-0.13	-0.15	-0.56	5%	1%	i	1	1.3%	-3.9	1030	-0.9%	3.0	2.8	6.8
Brc1ccc(-c2nn3c(-c4ccco4)nnc3s2)o1	0.16	1380	0.13	-0.26	0.13	0.53	39%	20%	i	3	0.2%	-1.5	815	-1.1%	4.1	2.8	8.2
CC1CCCCN1CCNS(=O)(=O)c1ccc2c(c1)oc(=O)n2C (stereo unspecified)	-0.29	1101	-0.76	-0.21	0.13	0.12	-3%	4%	i	-3	1.2%	-1.1	1089	.	2.1	1.0	2.3
CCOC(=O)N1CCc2c(sc3c2c(=O)n(Cc2ccccc2)c(=O)n3CC(=O)NCCOC)C1	0.15	1599	-0.85	-0.22	-0.62	0.38	9%	-3%	i	-2	0.0%	-3.0	1097	1.2%	5.1	2.7	5.9
Cc1n[nH]c(C)c1CCOc1ccc(C(C)C)cc1	-1.2	1019	1.7	-0.096	0.93	-0.98	-2%	9%	i	3	-5.9%	0.8	1193	0.0%	1.8	2.1	5.4
Cc1ccc2cc(NC(=O)c3cccc(F)c3)ccc2n1	-0.4	1119	1.3	-0.18	0.99	-0.69	2%	9%	.	.	-1.1%	-0.7	1379	.	.	.	.
Cc1c(Br)c(C(N)=O)nn1C	.	.	-0.77	-0.27	-0.44	0.55	-2%	3%	i	-3	-0.1%	-9.2	1048	-3.3%	1.7	1.3	11
Cc1noc(C)c1COc1ccc(C(=O)NCCc2ccccn2)cc1	-0.06	1432	1	-0.19	0.57	-0.13	-9%	5%	i	-2	-0.1%	-4.5	1070	0.2%	4.7	2.9	0.5
COCCN(C(=S)Nc1ccccc1OC)C1CCN(C(C)=O)CC1	0.15	1408	-0.16	-0.26	-0.0051	0.85	-15%	-9%	i	2	2.8%	-0.1	1078	-1.8%	3.7	2.4	5.9
O=S(=O)(NCc1cn2ccccc2n1)c1ccccc1F	-0.23	950	0.14	-0.25	0.67	-0.46	6%	-1%	.	.	0.3%[50 µM]	-0.4	1298	.	.	.	.
COC(=O)[C@H](Cc1ccccc1)NC(=O)NCc1ccccc1	.	.	-1.4	-0.28	-0.75	2	13%	-3%	.	.	-1.9%	-1.4	1329	.	.	.	.
CC(C)c1ccc(/C=c2\sc3nc(-c4ccncc4)nn3c2=O)cc1	0.58	1439	-0.28	-0.08	-0.23	-0.55	17%	5%	i	-4	1.0%	-3.0	1421	-2.5%	1.7	1.5	4.0
Cc1cc(NC(=O)c2ccc([N+](=O)[O-])o2)ccc1NC(=O)c1ccco1	0.16	1079	-1.6	0.28	-0.98	-0.27	12%	-2%	i	18	-0.3%	-1.3	1076	-1.6%	30	0.9	36
COc1ccc(C(N)CCc2ccc(C)o2)cc1 (stereo unspecified)	-0.59	1243	1.2	0.028	1	-1.6	13%	8%	i	6	0.3%	-1.3	1015	-2.2%	6.9	4.0	7.4
Cc1ccccc1OCC(=O)OCC(=O)NCC1CCCO1 (stereo unspecified)	0.14	1219	2.7	-0.34	1.6	-1.4	-2%	3%	i	7	0.0%	-1.4	1064	1.0%	6.6	1.9	4.9
Cc1cccc(NC(=O)c2cc(-c3ccc(C)s3)nc3ccccc23)n1	0.55	1275	-0.26	-0.26	-0.38	0.7	-4%	8%	+	19*	4.4%	-0.8	536	-4.3%	3.9	2.4	4.5
COc1ccc(NC(=O)OC(CN2CCCCC2)C(F)(F)F)cc1 (stereo unspecified)	.	.	0.22	-0.23	-0.57	0.19	-8%	-5%	i	-26	0.4%	.	.	-1.7%	2.0	1.2	8.3
CCOc1ccc(C(CC(=O)O)NC(=O)C23CC4CC(CC(C4)C2)C3)cc1OC (stereo unspecified)	.	.	0.59	-0.26	0.33	-0.27	3%	8%	i	-33	-0.1%	1.1	1048	-1.3%	3.8	2.4	6.4
CCOC(=O)c1cc(CC)sc1NC(=O)c1ccc(N2C(=O)CCC2=O)cc1	0.92	1934	1.4	-0.2	1	-1.1	-12%	11%	i	8	0.5%	0.4	1042	-1.1%	1.2	1.2	11
Cc1ccc(NC(=O)CN2C(=O)N/C(=C/c3cccn3-c3ccc(C(=O)O)cc3)C2=O)cc1	0.06	1423	0.41	-0.24	0.31	-0.52	?	14%	i	-6	7.9%	0.0	1069	0.8%	2.6	2.5	8.8
COC(=O)c1sccc1NC(=O)COc1ccc(F)cc1Cl	-0.73	1391	1.2	-0.35	-0.18	0.4	14%	-2%	i	32	0.3%	0.5	1457	0.6%	2.9	1.1	4.2
CN1CCN(S(=O)(=O)c2cccc(C(=O)Nc3sc4c(c3C(N)=O)CCCC4)c2)CC1	-0.57	1044	1.5	0.61	1.8	-1.8	13%	8%	i	15	0.5%	-4.6	998	-1.0%	2.5	2.0	5.0
O=C(Nc1nnc(C(F)(F)F)s1)c1cccnc1	0.73	1221	0.6	-0.22	0.17	-0.41	17%	7%	i	-2	1.2%	-2.8	598	-4.3%	3.1	1.7	1.8
O=C(NCc1ccncc1)c1cc(-c2ccc(Cl)cc2)oc1C(F)(F)F	-0.63	1031	-0.04	-0.25	0.39	0.13	-1%	4%	.	.	0.6%	2.2	1180	.	.	.	.
COc1ccc(S(=O)(=O)N2CCC(C(=O)OCC(=O)c3ccccc3)CC2)cc1[N+](=O)[O-]	0.58	1143	-0.94	-0.29	-0.78	1.3	18%	1%	i	-16	0.7%[50 µM]	1.6	488	1.0%	2.4	3.8	9.8
O=c1[nH]n(-c2cccc(Cl)c2)c2ncccc12	.	.	-0.31	-0.22	-0.47	1.2	7%	18%	i	-2	0.3%	.	.	-1.3%	2.5	0.9	4.9
CCc1nc(SCc2cccnc2)c2c(=O)n(C)c(=O)n(C)c2n1	0.07	1795	-0.82	-0.23	-0.33	0.81	-6%	0%	i	6	-2.5%	-0.3	1061	0.6%	3.7	3.2	10
Cc1cnc(NC(=O)COc2ccccc2Cl)s1	-0.36	1548	-0.59	-0.037	-0.24	0.97	12%	-2%	i	-21	0.5%	-1.7	969	-8.1%	2.3	2.1	11
Cc1ccsc1/C=N/n1c(-c2cccnc2)n[nH]c1=S	0.06	1656	0.21	-0.2	-0.057	-0.42	-1%	7%	i	4	0.0%	-0.1	1303	-0.8%	2.0	1.4	1.7

Reprinted from the part before: two compounds, followed by the next part.
SMILES	Ins promoter up	Ins promoter up cell count	Dynein transport	Dynein transport cytoplasmic EGFP	Dynein transport nuclear GR-EGFP	Dynein transport cell count	P. falciparum M17LAP	M1AAP inhibition	Autophagy mod	Autophagy mod cell loss 18 h	UTI89 phage lysis	bCat nuc transl	bCat nuc transl cell count 5 µM	CSM14.1 death rescue	MT stabilize HCS	MT stabilize HCS Hoechst-high %	MT stabilize HCS cytotoxicity %
Cc1cnc(NC(=O)COc2ccccc2Cl)s1	-0.36	1548	-0.59	-0.037	-0.24	0.97	12%	-2%	i	-21	0.5%	-1.7	969	-8.1%	2.3	2.1	11
Cc1ccsc1/C=N/n1c(-c2cccnc2)n[nH]c1=S	0.06	1656	0.21	-0.2	-0.057	-0.42	-1%	7%	i	4	0.0%	-0.1	1303	-0.8%	2.0	1.4	1.7
Cc1c(NC(=O)CSc2nccn2C)c(=O)n(-c2ccccc2)n1C	-0.54	910	0.67	-0.028	1	0.035	-2%	9%	.	.	2.5%	-3.4	1203	-2.5%	2.5	1.5	7.8
O=C(O)CCc1ccc(-c2cccs2)n1CC(=O)Nc1ccccc1C(F)(F)F	1.2	1210	-0.00014	-0.29	0.12	0.32	7%	7%	i	3	1.8%	-0.3	1037	-0.7%	1.5	1.7	3.7
CN1CCN(NC(=S)Nc2ccc(OC(F)F)cc2)CC1	-0.56	1234	1.1	-0.32	0.92	-0.26	-1%	-4%	i	4	-0.1%	-5.2	1008	-2.0%	3.4	3.6	8.2
CCCOC(=O)C1C2C=CC(C3CC23)C1C(=O)OCC(=O)c1ccccc1 (stereo unspecified)	.	.	-0.39	-0.16	0.03	0.23	1%	4%	i	1	0.3%	-0.2	1045	-2.1%	2.4	1.4	1.4
